Bioassay records as filed in PubChem BioAssay.
GCN5L2 inh – inhibitors of human GCN5L2 histone acetyltransferase; Q92830; GCN5L2 HAT assay, ThioGlo1 CoA-SH fluorescence; Potency, µM (doses to about 58.9 µM), for inactives: at the highest dose activity change, negative = inhibition, most hits filed as inhibitors; 0.21% of 390,000 active; AID 504327
Target sequence (Q92830 whole entry, looked up): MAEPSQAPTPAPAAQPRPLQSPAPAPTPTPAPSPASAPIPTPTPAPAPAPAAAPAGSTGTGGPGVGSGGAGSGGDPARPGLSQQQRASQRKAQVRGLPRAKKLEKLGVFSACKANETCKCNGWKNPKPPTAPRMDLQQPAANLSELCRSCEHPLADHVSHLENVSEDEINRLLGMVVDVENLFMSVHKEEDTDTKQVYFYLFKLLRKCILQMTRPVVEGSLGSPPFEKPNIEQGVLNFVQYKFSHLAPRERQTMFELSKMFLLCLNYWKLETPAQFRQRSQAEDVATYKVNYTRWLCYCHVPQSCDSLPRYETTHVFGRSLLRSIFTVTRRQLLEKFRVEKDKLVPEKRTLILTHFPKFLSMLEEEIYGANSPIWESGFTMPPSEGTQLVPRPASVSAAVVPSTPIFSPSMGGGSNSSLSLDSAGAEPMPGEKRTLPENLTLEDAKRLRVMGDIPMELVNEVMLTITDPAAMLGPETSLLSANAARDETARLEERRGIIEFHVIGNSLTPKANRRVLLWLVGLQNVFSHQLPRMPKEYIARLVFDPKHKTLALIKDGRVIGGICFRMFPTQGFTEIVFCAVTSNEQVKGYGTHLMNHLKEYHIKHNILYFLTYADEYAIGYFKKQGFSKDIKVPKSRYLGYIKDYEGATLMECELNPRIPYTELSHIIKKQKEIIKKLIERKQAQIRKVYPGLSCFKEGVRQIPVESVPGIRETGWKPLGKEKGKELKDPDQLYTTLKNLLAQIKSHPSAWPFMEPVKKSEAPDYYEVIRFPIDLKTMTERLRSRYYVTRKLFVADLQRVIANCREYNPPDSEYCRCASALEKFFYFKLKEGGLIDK
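Fluorescence readout, Ex340nm/Em540nm: ThioGlo1 (50uM final) reacts with free CoA thiol released as 20nM GCN5L2 acetylates H3(1-25) peptide (75uM) using acetyl-CoA (70uM). Compound and enzyme sat 15 min beforehand; 20 min room-temperature reaction.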
TDP1 cell CPT – growth inhibition of DT40 Tdp1-/-;hTDP1 cells with camptothecin (screen for TDP1 inhibitors); chicken DT40 Tdp1-/-;hTDP1 cells + 20 nM CPT, ATP luminescence, 48 h; Potency, µM (top dose mostly 46.2 µM), for inactives: at the highest dose activity change, negative = growth inhibition, most hits filed as inhibitors; 12% of 420,000 active; AID 686979; note: nearly all actives have a fitted effect of over 55% in size
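Chicken DT40 Tdp1-/- cells stably complemented with human TDP1 were seeded at 400 cells/well in medium containing 20 nM camptothecin, exposed to pin-transferred compounds, and grown at 37 °C for at least 48 hr. Viability was read as ATP luminescence.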
TDP1 cell noCPT – qHTS for Inhibitors of human tyrosyl-DNA phosphodiesterase 1 (TDP1): qHTS in cells in absence of CPT; AID 686978, 2013; Potency, µM (series often up to 46.2 µM), for inactives: at the highest dose activity change, negative = growth inhibition, usual class: inhibitors; DT40 Tdp1-/- hTDP1 cells, no CPT, ATP luminescence, 48 h; 15% of 420,000 active; note: nearly all actives have a fitted effect of over 55% in size
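Stably hTDP1-transfected Tdp1-null chicken DT40 cells were treated with library compounds minus camptothecin and grown for at least 48 hr at 37 °C, after which cellular ATP was quantified by luminescence.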
* marks the source's active call; other numbers are inactive results; ? = inconclusive; . = not tested or not shown; [ ] = another dose, or the depositor's remark. Calls come from the whole dose curve; as a rule, active = well fitted curve in the direction sought with a large enough effect; inconclusive = small, poorly fitted or top-dose-only effect, or another doubt; inactive = no such curve, though single readings can be large; an effect the other way counts as inactive or inconclusive. % is set by controls: 0 for no effect and ±100 for the full control effect; potency is the fitted concentration of half-maximal effect.

SMILES	GCN5L2 inh	TDP1 cell CPT	TDP1 cell noCPT
CCOC(=O)c1cccc(COC(=O)c2cccc(-c3nnc(-c4ccccc4)o3)c2)c1	-5%	26µM*	16µM*
CC(/C=C/c1ccccc1)=N\NC(=O)CNC(=O)c1ccccc1Cl	0%	-2%	-30%
COC(=O)c1ccc(CSc2nnc(CNC(=O)c3cccs3)o2)o1	-6%	-14%	-7%
CC(=O)c1ccc(NC(=S)N2CCC(O)CC2)cc1	-16%	-1%	-12%
Cc1ccc(C(=O)NNC(=O)C2CCN(S(=O)(=O)c3ccc(Cl)cc3)CC2)cc1	-2%	-11%	-6%
Oc1cccc(/C=N\Nc2nncc(-c3ccccc3)n2)c1	-4%	?	?
Cc1ccc(C)c(NNC(=O)C(=O)NNc2cc(C)ccc2C)c1	1%	1%	-1%
N#CC1=C(N)N(c2ccccc2)C(c2ccccc2)C1(C#N)C#N (centres undefined)	-4%	16µM*	15µM*
Cc1sc2c(c1C)c(=O)n(-c1ccc(F)cc1)c(=O)n2CC(=O)NCc1ccco1	-4%	18%	6%
CCOc1ccccc1CN1CCN(Cc2cc3ccccc3[nH]2)CC1CCO (centres undefined)	-1%	?	?
Cc1ccc2c(c1)c1c(c(=O)n(-c3ccccc3)c(=O)n1CC(=O)c1ccc(F)cc1)n2C	-4%	2%	4%
CCOC(=O)c1cnn(-c2ccccn2)c1N	-1%	2%	2%
CCCNC(=O)NC1CCCCCCC1	0%	-2%	-4%
CCCCN(C=O)c1c(CC)nc2ccc(C(=O)N(CC)CCN(C)C)cn12	.	3%	-7%
CCN(CC)c1ncnc2c1ncn2[C@H]1CN(Cc2ccc(-c3ccccc3)cc2)C[C@@H](CO)O1	.	?	16µM*
Cc1cc(N2CCN(C)CC2)nc2ccc(NC(=S)NCCCN3CCN(C)CC3)cc12	2%	?	?
C/C(=N\Nc1ccc(F)cc1)c1ccncc1	-3%	22%	3%
CSc1ccccc1NC(=O)COC(=O)CSc1ccc(C)cc1	-13%	-2%	-2%
CC(C)Cn1c(O)c(N=NC(=O)c2cccc(S(=O)(=O)N3CCCCC3)c2)c2ccccc21	-6%	16µM*	13µM*
COc1ccc(CNC(=O)c2cc(C)nc3c2c(C)nn3-c2cccc(Cl)c2C)cc1	-5%	?	?
Cc1ccc(S(=O)(=O)N(C)c2ccc(C(=O)NCc3cccnc3)cc2)cc1	-22%	?	?
Nc1nc(NCCO)nc(N2CCCCCC2)c1[N+](=O)[O-]	0%	-5%	-4%
CC(Oc1cccc2c1OC(C)(C)C2)C(=O)O (centres undefined)	2%	-21%	-4%
CSc1nc(N)nc(SCC(=O)c2ccc(C)cc2)c1C#N	0%	-26%	?
CCN(CCCNC(=O)CCn1c(=O)[nH]c2ccsc2c1=O)c1ccccc1	-6%	7%	-5%
CCCCOc1ccc(N(CC(=O)NCc2ccco2)C(=O)CCC(=O)Nc2nccs2)cc1	-5%	-29%	?
CCc1nnc(NS(=O)(=O)c2ccc(NC(=O)c3ccccc3OC)cc2)s1	-8%	-5%	1%
CN(Cc1cc(=O)n2ccsc2n1)c1ccccc1	0%	-20%	?
CCn1nc(C(=O)NCCc2ccc(S(N)(=O)=O)cc2)c2ccccc2c1=O	2%	-11%	-17%
N#C/C(=C\c1ccccc1O)C(=O)Nc1ccccn1	0%	4%	-3%
COCCNC(=O)CSc1nc2scc(-c3ccccc3)c2c(=O)[nH]1	-17%	-1%	-15%
CCc1nnc(SCC(=O)Nc2ccc(F)cc2F)c2cc3sc(C)cc3n12	-5%	-2%	-14%
Cc1ccc(S(=O)(=O)/N=C(/Nc2cccc3ccccc23)c2ccc(F)cc2)cc1	-11%	?	?
O=Cc1c(N2CCCCC2)nc2ccccn2c1=O	-22%	-24%	-8%
COc1cc(OC)c(C(=O)NCCCn2ccnc2)cc1OC	-10%	6%	12%
C/C(=N\NC(=O)C1COc2ccccc2O1)c1cccs1 (centres undefined)	0%	-28%	0%
COc1ccc(CNC(=O)CC(c2ccc(OC)cc2)N2Cc3ccccc3C2=O)cc1 (centres undefined)	-5%	?	16µM*
COCCNC(=O)CSc1nnc2c(Cl)cc(Cl)cn12	-12%	2%	14%
Cc1cc(/C=C2\NC(=O)NC2=O)c(C)n1-c1ccc(N2CCOCC2)cc1	-13%	?	21µM*
O=C(C1CCN(S(=O)(=O)N2CCOCC2)CC1)N1CCN(c2ccccc2)CC1	-8%	-29%	?
O=C(COC(=O)c1ccc2c(c1)OCO2)NCc1ccc2c(c1)OCO2	2%	-9%	8%
CC(C)C(=O)NCCn1ccc2ccccc21	2%	-14%	-24%
COc1cc2cc(C)c(SCC(=O)N3CCN(C(=O)c4ccco4)CC3)nc2cc1OC	-11%	?	?
CSc1nccn1C(=O)c1ccccc1[N+](=O)[O-]	-10%	-20%	2%
C/C(=N\NC(=O)C1CC1(c1ccccc1)c1ccccc1)c1cccc([N+](=O)[O-])c1 (centres undefined)	-2%	?	7.3µM*
OC(COc1ccccc1)CN1CCCC1 (centres undefined)	-1%	13%	-2%
O=C(N[C@@H](Cc1ccccc1)C(=O)N1CCN(S(=O)(=O)c2ccc(F)cc2)CC1)c1ccco1	-1%	15µM*	21µM*
Cc1nn(CC(=O)NC2CC2)c(=O)c2cc3ccccc3n12	-12%	-3%	-8%
OCCCNC(=S)Nc1ccc2nc(-c3ccccn3)c(-c3ccccn3)nc2c1	-6%	1%	-2%
CCN(c1ccccc1)S(=O)(=O)c1ccc(OC)c(NC(=O)c2ccc(=O)[nH]c2)c1	-7%	27%	-22%
Cn1cnc2c(cnn2C)c1=O	.	3%	-7%
CCC(=O)N1c2ccccc2CC1C(=O)N1CCN(c2ccccc2)CC1 (centres undefined)	31%[activator]	?	-28%
COc1ccccc1C(=O)Nc1ccnn1C1CCN(Cc2ccc3nonc3c2)CC1	3%	?	?
CC(Sc1nncs1)C(=O)Nc1ccc2c(c1)OCO2 (centres undefined)	-4%	12%	-19%
CCOC(=O)Cn1cnc2sc3c(c2c1=O)CCC3	-5%	-14%	-3%
c1ccc(-[n+]2nc(Nc3cccc4ccccc34)sc2-c2c3ccccc3cc3ccccc23)cc1	-11%	?	15µM*
CC(=O)c1ccc(OCCCC(=O)Nc2ccc3c(c2)OCCO3)cc1	-3%	-17%	-28%
O=C(O)COc1ccccc1/C=N/NC(=O)c1ccc(F)cc1	-7%	-7%	2%
O=C(c1c(F)cccc1F)N1CCN(c2ccccc2F)CC1	2%	-21%	-17%
Cc1nc(C)n(C(C)CNS(=O)(=O)c2ccc(C)c(C)c2)n1 (centres undefined)	-2%	0%	-1%

6 of the compounds above, with values under each structure:
Results follow in this order: GCN5L2 inh, TDP1 cell CPT, TDP1 cell noCPT
> C/C(=N\NC(=O)C1CC1(c1ccccc1)c1ccccc1)c1cccc([N+](=O)[O-])c1 (centres undefined)
  -2%, ?, 7.3µM*
> OC(COc1ccccc1)CN1CCCC1 (centres undefined)
  -1%, 13%, -2%
> O=C(N[C@@H](Cc1ccccc1)C(=O)N1CCN(S(=O)(=O)c2ccc(F)cc2)CC1)c1ccco1
  -1%, 15µM*, 21µM*
> Cc1nn(CC(=O)NC2CC2)c(=O)c2cc3ccccc3n12
  -12%, -3%, -8%
> OCCCNC(=S)Nc1ccc2nc(-c3ccccn3)c(-c3ccccn3)nc2c1
  -6%, 1%, -2%
> CCN(c1ccccc1)S(=O)(=O)c1ccc(OC)c(NC(=O)c2ccc(=O)[nH]c2)c1
  -7%, 27%, -22%

Remaining list, next part:
SMILES	GCN5L2 inh	TDP1 cell CPT	TDP1 cell noCPT
O=C(OCC(=O)c1c[nH]c2ccccc12)c1ccc(OC(F)F)cc1	.	-15%	-24%
COc1ccccc1N(Cc1cc(=O)[nH]c2ccccc12)C(=O)C(C)C	-9%	-17%	-24%
Cc1cccc(N(Cc2ccccc2)C(=O)c2ccc(F)c(S(=O)(=O)N3CCOCC3)c2)c1	-8%	?	?
Cc1ccc(NC(=O)c2cc3c(=O)n(Cc4ccco4)ccc3nc2C)cc1C	-3%	26µM*	?
O=C(CSc1nnc(CNC(=O)c2cccs2)o1)Nc1ccccc1	-2%	8%	7%
COc1ccc(-c2csc(Nc3ccc(S(=O)(=O)Nc4cc(C)on4)cc3)n2)cc1C	-5%	-25%	?
O=C(N/N=C/C1=Cc2ccccc2OC1)c1ccncc1	-3%	20%	0%
O=C(CN1C(=O)CCSc2ccccc21)NC1CCCCC1	0%	-10%	-23%
CCCS(=O)(=O)N1CCCC(C(=O)NCCCN(C)c2ccccc2)C1 (centres undefined)	1%	-1%	-28%
COc1ccc(NC(=O)c2cc(-c3cc(Cl)ccc3OC)n[nH]2)c(C)c1	.	?	18µM*
C[N+]1(CC(=O)OCCCc2ccccc2)CCCCC1	-2%	7%	8%
Cc1ccc(S(=O)(=O)C(CNC(=O)Cc2ccc(Cl)cc2)c2cccs2)cc1 (centres undefined)	-1%	?	?
O=C1c2cccc3c([N+](=O)[O-])ccc(c23)C(=O)N1O	-7%	2.1µM*	2.3µM*
Cc1ccc2c3c([nH]c2c1C)-c1nonc1CC3	-4%	-4%	-14%
O=C(NCCCN1CCCC1)C1CCC(=O)N1C1CCCCC1 (centres undefined)	-3%	5%	1%
NC(=O)NC(CC(=O)NCCc1ccc(S(N)(=O)=O)cc1)c1ccccc1Cl (centres undefined)	0%	11%	6%
COc1ccc(OC)c(S(=O)(=O)Nc2cc3c4c(c2)CCC(=O)N4CCC3)c1	-8%	?	-28%
CCOC(=O)C(C)Oc1cccc2c(=O)n(CC(=O)NCCc3ccccc3)ccc12 (centres undefined)	-2%	-15%	18%
Cc1nc2c(OCCOc3ccc(F)cc3)cccn2c1N(C)C(=O)CCC1CCCC1	.	?	15µM*
Cc1nc2sc(C(c3ccc(Cl)cc3)N3CCOCC3)c(O)n2n1 (centres undefined)	-18%	-3%	-20%

Five entries from above, with values under each structure.
Results follow in this order: GCN5L2 inh	TDP1 cell CPT	TDP1 cell noCPT
Cn1cnc2c(cnn2C)c1=O
  .	3%	-7%
Cc1nc2c(OCCOc3ccc(F)cc3)cccn2c1N(C)C(=O)CCC1CCCC1
  .	?	15µM*
CCN(CC)c1ncnc2c1ncn2[C@H]1CN(Cc2ccc(-c3ccccc3)cc2)C[C@@H](CO)O1
  .	?	16µM*
Cc1ccc(S(=O)(=O)/N=C(/Nc2cccc3ccccc23)c2ccc(F)cc2)cc1
  -11%	?	?
CCOc1ccccc1CN1CCN(Cc2cc3ccccc3[nH]2)CC1CCO (centres undefined)
  -1%	?	?

Next structures follow:
SMILES	GCN5L2 inh	TDP1 cell CPT	TDP1 cell noCPT
COc1cc2ccccc2cc1C(=O)Nc1ccc2oc(-c3ccccc3)nc2c1	0%	16µM*	16µM*
Cc1ccc(-n2cnnn2)cc1S(N)(=O)=O	-1%	13%	-16%
CCOc1ccc(C(=O)NCC(=O)NCC(c2ccccc2OC)N2CCCC2)cc1 (centres undefined)	-5%	-11%	4%
CC(NC(=O)C1CCCC1)c1ccc(Br)cc1 (centres undefined)	4%	-8%	4%
Cc1nn2c(=O)cc(COC(=O)c3ccc(F)cc3)nc2s1	3%	-1%	-13%
O=C(NNC(=S)Nc1ccccc1C(F)(F)F)C1CC1	5%	1%	-9%
COc1ccc(CNC(=O)c2ccc(CS(=O)Cc3cccc(Cl)c3)o2)cc1 (centres undefined)	-4%	?	-23%
CC(C)CCNC(=O)c1c(CSc2ccc(Cl)cc2)noc1C(=O)NCc1ccccc1	.	-24%	-28%
Cc1cccc(NC(=O)c2c(NC(=O)c3ccco3)sc3c2CCC(C(C)(C)C)C3)c1 (centres undefined)	-27%	5%	-2%
O=C(NN1CCOCC1)c1ccc(Br)s1	-2%	-8%	-13%
CC(=O)Nc1ccc(OCCOc2ccc(/C=C3/C(=N)N4C=CSC4=NC3=O)cc2)cc1	-4%	21µM*	10µM*
CCCN(CC(=O)Nc1ccccc1C)C(=O)c1ccc(N2CCCC2=O)cc1	-3%	-7%	0%

In the list so far, four have a nitro group on carbon:
SMILES	GCN5L2 inh	TDP1 cell CPT	TDP1 cell noCPT
Nc1nc(NCCO)nc(N2CCCCCC2)c1[N+](=O)[O-]	0%	-5%	-4%
CSc1nccn1C(=O)c1ccccc1[N+](=O)[O-]	-10%	-20%	2%
C/C(=N\NC(=O)C1CC1(c1ccccc1)c1ccccc1)c1cccc([N+](=O)[O-])c1 (centres undefined)	-2%	?	7.3µM*
O=C1c2cccc3c([N+](=O)[O-])ccc(c23)C(=O)N1O	-7%	2.1µM*	2.3µM*
